Compound activity deposited in PubChem BioAssay by National Center for Advancing Translational Sciences (NCATS).
TR SRC2 fluor cs – alters Texas Red total fluorescence, flagging assay interference. TRb/SRC2 Texas Red total fluorescence interference. Potency, µM (titrated, usually from 106 µM), for inactives: top-dose fluorescence change, negative = quenching. actives 0.29% (n = 280,000); active = well fitted curve in either direction with a large enough effect; inconclusive = small, poorly fitted or top-dose-only effect; note: % is set by controls: 0 for no effect and ±100 for the full control effect
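Human TRb ligand-binding domain at 0.6 uM with 20 nM Texas Red SRC2 peptide in Tris buffer containing 1 uM T3 and 5% DMSO, incubated with compound 5 h at ambient temperature. Total fluorescence (555/632 nm) calculated as parallel + 2 × perpendicular.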
HTT cytoprotect – protects HTT-Q103 PC12 cells, measured by ATP. PC12 HTT-Q103 induced, cytoprotection, ATP luminescence, 40 h. Potency, µM (titrated, usually from 56.4 µM), for inactives: cytoprotection (ATP increase), actives largely listed as activators. actives 0.14% (n = 230,000). AID 1471;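 note: % of control where 0% means no effect; nearly all actives have a fitted effect of over 45% in size; toxic huntingtin expression switched on by the ecdysone agonist tebufenozide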
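Huntington model: PC12 line, ecdysone-inducible HTTQ103 exon1–GFP, tebufenozide 100 nM. Test articles in a dose series. Endpoint luminescence from cellular ATP.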
L3MBTL1 block – inhibitors of human L3MBTL1; actives 0.66% (n = 230,000); Potency, µM (doses to about 57.1 µM), without a hit: top-dose activity, negative = inhibition, actives largely listed as inhibitors; Q9Y468; AlphaScreen L3MBTL1–H3K9me1 peptide binding; note: % is set by controls: 0 for no effect and ±100 for the full control effect; nearly all actives have a fitted effect of over 60% in size
Target sequence (Q9Y468 whole entry, looked up): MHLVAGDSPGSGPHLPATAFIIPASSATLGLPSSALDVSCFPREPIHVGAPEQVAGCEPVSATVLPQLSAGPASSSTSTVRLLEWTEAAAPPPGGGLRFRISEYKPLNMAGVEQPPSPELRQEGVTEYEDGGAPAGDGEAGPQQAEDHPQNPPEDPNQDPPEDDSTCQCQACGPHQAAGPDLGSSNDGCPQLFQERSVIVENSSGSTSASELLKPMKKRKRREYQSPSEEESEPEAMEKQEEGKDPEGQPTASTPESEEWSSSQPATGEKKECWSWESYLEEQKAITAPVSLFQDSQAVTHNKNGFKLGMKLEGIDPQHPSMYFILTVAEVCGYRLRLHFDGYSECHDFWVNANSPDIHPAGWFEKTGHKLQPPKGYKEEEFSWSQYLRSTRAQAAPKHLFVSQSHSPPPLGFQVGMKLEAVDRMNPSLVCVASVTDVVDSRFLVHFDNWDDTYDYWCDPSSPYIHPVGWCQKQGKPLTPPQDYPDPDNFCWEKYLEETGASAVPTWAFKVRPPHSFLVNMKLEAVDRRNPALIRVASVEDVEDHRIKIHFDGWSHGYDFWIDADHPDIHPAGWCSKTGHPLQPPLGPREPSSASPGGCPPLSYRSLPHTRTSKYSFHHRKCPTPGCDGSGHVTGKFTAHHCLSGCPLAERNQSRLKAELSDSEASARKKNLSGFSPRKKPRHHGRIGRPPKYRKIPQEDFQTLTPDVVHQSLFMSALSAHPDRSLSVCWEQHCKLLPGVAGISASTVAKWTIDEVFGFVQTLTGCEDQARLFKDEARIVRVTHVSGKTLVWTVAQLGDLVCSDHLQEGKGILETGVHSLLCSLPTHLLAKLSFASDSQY
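Displacement of a biotinylated histone H3(1-15) peptide monomethylated at Lys9 (75 nM) from L3MBTL1 (50 nM) was measured by AlphaScreen after a 30 min room-temperature compound incubation; cefsulodin titration served as intraplate control.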
TRb SRC2 PPI – disrupts binding of human TR beta to SRC2. P10828. TRbeta-SRC2 peptide binding, fluorescence polarization; receptor liganded with 1 µM T3. Potency, µM (doses to about 106 µM), without a hit: top-dose activity change, negative = inhibition, hits mostly inhibitors. AID 1469. actives 0.065% (n = 280,000);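 note: plate controls were bound peptide for no effect and peptide without receptor for full effect; nearly all actives have a fitted effect of over 50% in size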
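Quantitative HTS by FP: 0.6 uM TRb LBD, 20 nM labeled SRC2 20-mer, 1 uM T3, 5% DMSO; 5 hr ambient incubation; % activity per concentration and potencies from concentration series.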
Tau fibril FP – blocks human tau fibril formation measured by polarization. P10636. K18 P301L tau heparin fibrillization, Alexa594 FP, 6 h. Potency, µM (series often up to 57.7 µM), for the others: at the top dose activity, negative = inhibition, actives largely listed as inhibitors. actives 0.39% (n = 280,000); note: % is set by controls: 0 for no effect and ±100 for the full control effect; nearly all actives have a fitted effect of over 55% in size
Target sequence (P10636 561-689 P618L limits assumed): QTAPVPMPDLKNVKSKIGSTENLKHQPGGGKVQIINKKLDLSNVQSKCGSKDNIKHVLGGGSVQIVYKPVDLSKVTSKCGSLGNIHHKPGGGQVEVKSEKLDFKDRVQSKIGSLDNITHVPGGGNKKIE
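Heparin (20 uM) drove fibril formation of recombinant tau K18 P301L, 15 uM unlabeled with 0.24 uM Alexa 594 label, for 6 hr at 37 C in 100 mM sodium acetate pH 7. Fluorescence polarization (555/632 nm) read 1 hr after 30 uM ThT.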
Tau fibril ThT – tau fibrillization inhibition (ThT binding). recombinant tau K18 P301L, heparin-induced fibrillization, ThT fluorescence. Potency, µM (highest dose often 57.4 µM), for the others: at the top dose activity, negative = inhibition, most hits filed as inhibitors. actives 2.1% (n = 270,000); note: % is set by controls: 0 for no effect and ±100 for the full control effect; nearly all actives have a fitted effect of over 55% in size
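Heparin-induced (20 uM) aggregation of recombinant human K18 P301L tau, 15 uM unlabeled with 0.24 uM labeled, pH 7 acetate buffer, 6 hr at 37 C with compound. Fibrils quantified by 30 uM ThT fluorescence after 1 hr ambient incubation.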
RECQ1 inh – blocks DNA unwinding by human RECQ1. RECQ1 DNA unwinding, red fluorescence kinetic read. actives 0.54% (n = 240,000). Potency, µM (doses to about 57.3 µM), for inactives: at the highest dose activity, negative = inhibition, hits mostly inhibitors. P46063;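 note: plate controls were vehicle for no effect and no enzyme for full effect; nearly all actives have a fitted effect of over 30% in size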
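RECQ1T1 50 nM; forked duplex (20 bp + 30-nt ss tails) 200 nM, ATP 2 mM final; pH 8.0, 2 mM MgCl2, 2.5 ug/ml poly(dI-dC); 15 min compound preincubation; discontinuous kinetic read over 2 h at RT.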
Tau fluor counter – counter-screen for tau fibril formation inhibitors | tau K18 P301L Alexa594 fluorescence, heparin fibrillization | actives 0.93% (n = 280,000) | Potency, µM (titrated, usually from 57.7 µM), without a hit: top-dose activity change, negative = decrease | AID 1463; note: % is set by controls: 0 for no effect and ±100 for the full control effect; nearly all actives have a fitted effect of over 55% in size
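Human tau K18 P301L (15 uM unlabeled, 0.24 uM Alexa 594-labeled) in 100 mM sodium acetate pH 7 with 20 uM heparin, 6 hr at 37 C. ThT 30 uM added, 1 hr ambient; Alexa 594 FP and total fluorescence read at 555/632 nm.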
Active calls of the source: *; i = inactive; ? = inconclusive; . = no result given; & = joins results of further samples; [ ] = another dose, or the depositor's remark. Unless noted, calls come from the whole dose curve; as a rule, active = well fitted curve in the direction sought with a large enough effect; inconclusive = small, poorly fitted or top-dose-only effect, or another doubt; inactive = no such curve, though single readings can be large; an effect the other way counts as inactive or inconclusive. Potency is the fitted concentration of half-maximal effect. A portion of the library; count on the stated rates, not on these rows.

SMILES	TR SRC2 fluor cs	HTT cytoprotect	L3MBTL1 block	TRb SRC2 PPI	Tau fibril FP	Tau fibril ThT	RECQ1 inh	Tau fluor counter
Cc1ccc(/C=C2\C(=O)NC(=O)N(CCc3ccc(F)cc3)C2=O)s1	-4%	-24%	.	7%	-10%	?	-17%	-19%
CC(C)N(Cc1ccco1)/N=C/c1c(O)n(Cc2ccccc2)c(=O)[nH]c1=O	-2%	13%[10 µM]	45%[activator]	-5%	10%	-19%	-8%	-10%
CN(C)C(Cc1ccccc1)C(=O)c1ccccc1 (configuration not stated)	-3%	.	3%	1%	-3%	-3%	-15%	-5%
COc1ccc(C(=O)C2CCCN(Cc3ccccn3)C2)c(OC)c1 (configuration not stated)	-1%	4%[10 µM]	-1%	6%	-3%	-6%	-4%	-3%
C=CCN1C(=O)NC(=O)/C(=C/c2cccn2C)C1=O	-1%	0%	-20%	-6%	-4%	?	-4%	-29%
C[C@H](CCC(=O)O)[C@H]1CC[C@@H]2[C@H]3CC[C@H]4C[C@H](O)CC[C@]4(C)[C@@H]3CC[C@@]21C	-1%&0%	?	.	-15%&3%	9%&6%	-5%&-13%	-23%&14%	-1%&3%
O=C1Nc2ccccc2Sc2ccccc21	0%	4%	?	-3%	2%	14%	i	11%
O=P(C(c1c[nH]c2ccccc12)N1CCOCC1)(N1CCOCC1)N1CCOCC1 (configuration not stated)	-7%	-9%	37%[activator]	-5%	4%	-2%	i	4%
Cn1c(O)c(/C=C/C=Nc2ccccc2)c(=O)n(C)c1=S	-4%	4%[10 µM]	-6%	0%	?	?	-3%	6.3µM*[fluorescent]
O=C(COc1ccccc1Cl)Nc1ccc2nc(SCC(=O)N3CCCC3)sc2c1	?	.	.	3%	15%	?	.	-21%
O=C(C1CCN(S(=O)(=O)c2ccc(Br)s2)CC1)N1CCN(c2ccccc2)CC1	1%	.	.	-4%	4%	?	.	-27%
ClC1=C(Cl)C(Cl)=C(Cl)C1=C/C=C/c1ccccc1	-19%	-82%[inhibitor][10 µM]	-23%	8%	?	11µM*	?	14µM*[quencher]
Cc1cc(/C=C2/C(=O)NC(=O)N(c3ccc(Br)cc3)C2=O)c(C)n1C	-2%	15%[10 µM]	-5%	-3%	-10%	?	-10%	-21%
CCCNC(=O)c1cnn2c(C)c(Cc3c(C)cc(C)cc3C)c(C)nc12	-1%	.	.	-6%	?	?	.	-18%
O=C1NC(=O)C(=Cc2ccc(N3CCN(C(=O)c4ccccc4)CC3)c([N+](=O)[O-])c2)C(=O)N1	-3%	23%	.	-7%	-13%	11µM*	0%	-15%
O=C1NC(=O)C(CCc2ccncc2)(C2CCCCC2)C(=O)N1	0%	1%[10 µM]	3%	2%	-1%	12%	17%	4%
Oc1ccc2c3c1OC1C(O)CC[C@@]4(O)[C@@H](C2)N(CC2CCC2)CC[C@]314 (some centres not stated)	-3%	.	.	2%	-2%	-6%	-6%	-10%
O=C1CN=C(c2ccc[nH]2)c2cc(Cl)ccc2N1	-1%	-10%[10 µM]	.	4%	.	.	-2%	.
O=C(Cc1ccccc1)NC(Oc1ccccc1Cl)C(Cl)(Cl)Cl (configuration not stated)	1%	12%[10 µM]	-7%	-3%	-2%	-3%	-4%	-2%
C[n+]1c2cc(N)ccc2cc2ccc(N)cc21	0%	-76%[inhibitor]	.	12%	5%	?	-24%	?
CN1CCC(n2nccc2N)CC1	-5%	6%	.	-3%	-2%	-7%	-11%	-4%
CC(C)C[C@H]1C(=O)N2CCC[C@@H]2[C@]2(O)O[C@](NC(=O)[C@@H]3C=C4c5cccc6[nH]c(Br)c(c56)C[C@H]4N(C)C3)(C(C)C)C(=O)N12	-1%	3%	.	1%	4%	?	-15%	?
C=C1C(=O)O[C@H]2C[C@@H](C)[C@@H]3C=CC(=O)[C@@]3(C)C[C@H]12	1%	43%[10 µM]	.	-4%	?	18µM*	-7%	-9%
O=C(Cc1ccccc1)N1CCN(Cc2c[nH]c3ccccc23)CC1	-4%	-73%[inhibitor][10 µM]	0%	1%	3%	-2%	-2%	-1%
CC(=O)Nc1ccccc1C(=O)OCc1ccc(F)cc1	0%	-26%	11%	-4%	0%	-8%	i	-5%

Entries listed so far that have fluorine (two):
SMILES	TR SRC2 fluor cs	HTT cytoprotect	L3MBTL1 block	TRb SRC2 PPI	Tau fibril FP	Tau fibril ThT	RECQ1 inh	Tau fluor counter
Cc1ccc(/C=C2\C(=O)NC(=O)N(CCc3ccc(F)cc3)C2=O)s1	-4%	-24%	.	7%	-10%	?	-17%	-19%
CC(=O)Nc1ccccc1C(=O)OCc1ccc(F)cc1	0%	-26%	11%	-4%	0%	-8%	i	-5%

Returning to the listing, starting 2 compounds before the break.
SMILES	TR SRC2 fluor cs	HTT cytoprotect	L3MBTL1 block	TRb SRC2 PPI	Tau fibril FP	Tau fibril ThT	RECQ1 inh	Tau fluor counter
O=C(Cc1ccccc1)N1CCN(Cc2c[nH]c3ccccc23)CC1	-4%	-73%[inhibitor][10 µM]	0%	1%	3%	-2%	-2%	-1%
CC(=O)Nc1ccccc1C(=O)OCc1ccc(F)cc1	0%	-26%	11%	-4%	0%	-8%	i	-5%
CCCCNC(=O)/C(C#N)=c1\s/c(=C\c2ccccc2OC(F)F)c(=O)n1CCCOC	?	4%[1.9 µM]	4%	-21%	3%	2%	-9%	-2%
C=CCn1c(-c2ccc([N+](=O)[O-])cc2)n[nH]c1=S	-5%	2%[10 µM]	-5%	1%	-2%	?	-5%	-4%
O=C1NC(=O)C(=Cc2ccc(-c3ccccc3[N+](=O)[O-])o2)C(=O)N1	-7%	-4%[10 µM]	.	4%	1%	.	-4%	-7%
O=C1NC(=O)C(=Cc2ccc(N3CCOCC3)cc2)C(=O)N1	-1%	.	4%	6%	-10%	?	i	0%
CC12CN3CC(C)(CN(C1)C3c1cccnc1)C2=O (configuration not stated)	-1%	-3%	1%	3%	4%	9%	14%	7%
CN(C)c1nn(C(=O)Nc2cccc(C(F)(F)F)c2)cc1-c1ccccc1	-2%	2%	4%	3%	?	-8%	-15%	-22%
c1ccc(-c2cc(-c3ccccc3)[n+](-c3ccccc3)c(-c3ccccc3)c2)cc1	-1%	-75%[inhibitor][10 µM]	.	2%	-3%	.	-7%	-4%
COc1ccc(CCNCc2ccncc2)cc1	-3%	-4%	.	0%	4%	-2%	i	-2%
COc1cc2c(c(OC)c1OC)-c1ccc(O)c(=O)cc1[C@H](N)CC2	1%[53 µM]	-8%[40.3 µM]	.	5%[53 µM]	.	.	-7%[25.9 µM]	.
CC(C)n1c(=O)c(C=Nc2ccc(F)cc2)c(O)n(Cc2ccco2)c1=O	-5%	25%[10 µM]	5%	0%	5%	-11%	-14%	-13%
C=C(CC1CC(O)[C@]2(C)OC3CC4OC5C[C@]6(C)O[C@]7(C)CCC8OC9C[C@]%10(C)OC%11C(C)=CC(=O)OC%11CC%10OC9C[C@@H](C)C8OC7CC6O[C@]5(C)C/C=C\C4OC3CC2O1)C(=O)O (some centres not stated)	0%	-20%[10 µM]	4%	2%	9%	-11%	-16%	8%
O=c1[nH]c(=O)n(CCC2=CCCCC2)c(O)c1C=NCCN1CCNCC1	4%	12%[0.074 µM]	-9%	3%	0%	?	-25%	-4%
CCn1c(P(C)(=O)O)nc2ccccc21	-5%	4%[10 µM]	4%	-7%	-3%	-9%	-7%	-7%
Cc1cccc(-n2c(O)c(/C=N/Nc3nc4c(c(=O)n(C)c(=O)n4C)n3C)c(=O)[nH]c2=S)c1	2%	19%[10 µM]	-1%	-6%	?	13µM*	-8%	?
CC(C)(C)c1nc(NCc2ccc3c(c2)OCO3)c2nnn(Cc3ccccc3Cl)c2n1	-9%	-5%[10 µM]	-1%	-4%	-8%	-4%	0%	-8%
CCCC(=O)NC(Oc1ccc(OC)cc1)C(Cl)(Cl)Cl (configuration not stated)	-2%	.	1%	-3%	1%	2%	24%	-3%
Cc1csc(=N)n1Cc1ccccc1	-1%	16%[10 µM]	0%	-2%	1%	6%	-2%	2%
CC/C=C\C[C@@H](/C=C/C=C\C/C=C\C/C=C\CCCC(=O)O)OO	0%	-21%	.	-3%	-4%	-5%	0%	-6%
Cc1ccc2c(c1)C1CN(C)CCC1N2C(=O)Cc1cccs1 (configuration not stated)	3%	-11%[10 µM]	5%	4%	-9%	-5%	-1%	-2%
Cc1ccc2c(c1)C1CN(C)CCC1N2C(=O)c1cn(-c2ccccc2)nc1-c1ccccc1 (configuration not stated)	-1%	-4%[10 µM]	-18%	6%	-5%	-15%	-13%	-10%
N#CCP(=S)(c1ccccc1)c1ccccc1	-1%	37%[10 µM]	5%	3%	-14%	-1%	i	-5%
COc1cccc(CCNCc2ccc(SC)cc2)c1	0%	10%[10 µM]	4%	-7%	-4%	3%	0%	-7%
CN1CCC(N(C)c2ncnc3ccc(Br)cc23)CC1	2%	4%[1.9 µM]	-9%	-1%	4%	-1%	-8%	3%
COc1cccc(NP(=O)(Oc2ccccc2)Oc2ccccc2)c1	-2%	-26%[10 µM]	?	0%	0%	-11%	-22%	-21%
O=C(CN1CCCCC1)c1ccccc1Cl	0%	10%[10 µM]	4%	-3%	-7%	?	4%	6%
CCc1cccc(CC)c1N(COC)C(=O)CCl	2%[201 µM]	-6%	.	1%[201 µM]	-3%	-7%	-5%&-1%	-6%
CN1CCN(C(=O)Cc2nc3ccccc3[nH]2)CC1	-3%	8%	2%	-7%	-2%	-6%	-3%	-3%
CC(C)NP(=O)(NC(C)C)OP(=O)(NC(C)C)NC(C)C	3%	19%[1.9 µM]	5%	11%	-8%	-12%	2%	-14%
CCCc1[nH][nH]c(=O)c1C(c1ccc(Cl)cc1)C(C#N)C#N (configuration not stated)	2%	9%[1.9 µM]	-3%	2%	0%	?	-2%	-19%
CCCCC(CC)COCCCN=Cc1c(O)[nH]c(=S)[nH]c1=O (configuration not stated)	4%	-4%[10 µM]	.	7%	0%	.	-14%	21%
